# Dynein transport = inhibitors of GR-EGFP nuclear translocation, primary screen, dynein cargo transport inhibitor project, imaging, high-content, 3617.4 mouse cells. test concentration mostly 20 µM; stimulated with dexamethasone, 1 µM; active compounds read low. z-score, hits read low. hit rate 0.47% among 220,000. AID 1381, 2008;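 active means plate z-score of nuclear minus cytoplasmic receptor signal below a set negative limit, without overly bright fluorescence or cell loss, cut at about -3.5 in these data, passing the limit was not always enough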;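 further: z-score of nuclear minus cytoplasmic ring GR-EGFP intensity difference per well; some compounds called inactive have numbers as strong as hits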
#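 Buffer or medium: tet-free, stripped-serum medium; Also added: dexamethasone, 1.0 µM final; Technique: high-content fluorescence imaging after fixation; Times: 48 h induction, 1 h compound, 30 min dex at 37 °C; Read-out: per-cell GR-EGFP intensity, nucleus versus surrounding cytoplasmic ring, well-averaged.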
# Ins promoter up = insulin promoter activators in MIN6 cells, imaging, high-content screening, mouse beta cells; MIN6 insulin promoter-GFP reporter; active compounds read high; z-score at 5 µM; hit rate 0.3% among 190,000; AID 1625, 2009;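 active means z-score above 3 at 5 µM with at least 500 cells counted in the well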
# human PMI inhibitors = human PMI inhibitors, high substrate, primary screen, biochemical, fluorescence intensity, high mannose 6-phosphate (AID 1220). hit rate 0.66% among 190,000. inhibition, % at 20 µM; hits with a dose series show IC50 in µM. recombinant PMI enzyme, coupled fluorescence intensity; higher % means a stronger effect. Mannose-6-phosphate isomerase (Homo sapiens)
# WT yeast gro inh = growth inhibition of WT strain, primary screen, mitochondrial fusion inhibitor project, WT and mutant strains, chemical genetic; mitochondrial fusion phenotypic screen; inhibition, % at 10 µM; hit rate 2.1% among 190,000; AID 1362, 2008; in the data active means inhibition above about 58%; tested in S. cerevisiae
# MT stabilizer = microtubule stabilizers in HeLa cells, primary screen, imaging, high-content imaging; hit rate 0.83% among 200,000; HeLa tubulin immunostaining HCS, 24 h; share of cells brighter than vehicle mean+2SD; % tubulin-high responders, % at 10 µM; AID 2205, 2009;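 active means plate Z-score above 3 for both tubulin-high and condensed-nucleus cell shares, with cell loss under 80%, at 10 µM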;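 further: anti alpha tubulin signal scored within the nucleus-defined area of each cell; some results filed as inactive read as strong as hits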
# Autophagy mod = autophagy modulators in MEF cells, primary screen, imaging, high-content, MEF GFP-LC3. MEF GFP-LC3 puncta imaging; test concentration mostly 10 µM. calls only at 10 µM (by protocol). hit rate 0.98% among 190,000;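 active means percentage of spot-positive cells more than 3 SD above its plate mean, without a fluorescence outlier flag or 80% toxicity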;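 further: spot-positive cell cutoff set from DMSO-treated cells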
# bCat nuc transl = modulators of beta-catenin nuclear translocation, primary screen, imaging, HeLa cells, immunofluorescence, high-content; nuclear translocation activity, % at 5 µM; hit rate 0.3% among 190,000; AID 1665, 2009;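 active means nuclear translocation activity above 50% at 5 µM, with a well cell count of 50 or more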;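 further: per-cell ratio of nuclear to cytoplasmic median beta-catenin stain intensity; plate controls were DMSO negative control for no effect and GSK-3 inhibitor IX positive control for full effect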
#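 System: HeLa cells, endogenous beta-catenin; compound dosing: 5 µM primary single dose, 0.1% DMSO, 0.02–20 µM confirmation series; incubation: 24 h compound exposure at 37°C, 5% CO2; signal: beta-catenin immunofluorescence imaging with DAPI; evaluation: % activation, nuclear-to-cytoplasmic median beta-catenin signal ratio per cell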
# Yfh1-off respiration = enhancers of respiration in Yfh1-depleted yeast, dose response, Friedreich's ataxia, plus single-dose screen (AID 1465). hit rate 0.074% among 220,000. fold induction at 50 µM; hits with a dose series show EC50 in µM. S. cerevisiae Yfh1-off respiration, WST-1 reduction, 72 h; higher fold induction means a stronger effect;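 active means fold induction of absorbance versus untreated yeast above a set limit, then at least 30% activation at any dose in follow-up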;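 further: activators that raise dye reduction in frataxin-depleted yeast; strong numbers were not always called active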
# PMI inhibitors = inhibitors of human PMI, primary screen, biochemical, fluorescence intensity, coupled assay (AID 1209); one-dose inhibition, % at 20 µM; IC50 in µM for titrated hits; Mannose-6-phosphate isomerase (Homo sapiens); hit rate 0.42% among 190,000; purified PMI enzyme, coupled fluorescence intensity; higher % means a stronger effect;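 further: plate controls were DMSO vehicle for no effect and wells lacking substrate for full effect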
# WT yeast gro inh mutant strain = second read-out of WT yeast gro inh, no call of its own (marks repeat the call); inhibition, %; mitochondrial fusion phenotypic screen, mutant strain inhibition
# Dynein transport cytoplasmic EGFP = second read-out of Dynein transport, no call of its own (marks repeat the call); z-score; measured here: cytoplasmic GR-EGFP intensity; active compounds read high
# Dynein transport nuclear GR-EGFP = also measured in Dynein transport; calls as there; z-score; measured here: nuclear GR-EGFP intensity;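 lower value marks the stronger effect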
# Dynein transport cell count = further read-out of Dynein transport, marked with its call; z-score; measured here: cell count per field
# Ins promoter up cell count = second read-out of Ins promoter up, no call of its own (marks repeat the call); cell count; measured here: cytotoxicity, nuclei count;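 total cells summed across four imaged fields per well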
# bCat nuc transl cell count 5 µM = further read-out of bCat nuc transl, marked with its call; cell count; measured here: cell count, cytotoxicity flag
# MT stabilizer Hoechst-high % = recorded beside MT stabilizer, whose call it bears; % Hoechst-high responders; measured here: nuclear condensation Hoechst responders;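 share of cells brighter than vehicle mean plus two SD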
# MT stabilizer cytotoxicity % = recorded beside MT stabilizer, whose call it bears; toxicity, %; measured here: cytotoxicity by cell density;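 0% = mean cell density of plate MIN control wells and 100% = no cells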
# Autophagy mod cell loss 18 h = also measured in Autophagy mod; calls as there; toxicity, %; measured here: cell loss, nuclei count;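 cell loss after 18 h compound exposure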
# Numbers without * were called inactive; i = inactive; · = no result given. Unless noted, no stated cut-off is given here; in the data, active means inhibition above about 50%; inactive means the rest.
item	mol	Dynein transport	Dynein transport cytoplasmic EGFP	Dynein transport nuclear GR-EGFP	Dynein transport cell count	Ins promoter up	Ins promoter up cell count	human PMI inhibitors	WT yeast gro inh	WT yeast gro inh mutant strain	MT stabilizer	MT stabilizer Hoechst-high %	MT stabilizer cytotoxicity %	Autophagy mod	Autophagy mod cell loss 18 h	bCat nuc transl	bCat nuc transl cell count 5 µM	Yfh1-off respiration	PMI inhibitors
1	COCCCNC(=O)c1sc2ncn(CC(=O)Nc3ccc(C)c(Cl)c3)c(=O)c2c1C	0.055	-0.099	0.24	-1.6	-0.7	1209	6%	3	-22	1.0	1.5	7.1	i	5	-1.0	1089	i	-2%
2	N#CCCN(C(=O)COc1ccc(F)cc1Br)c1ccccc1F	1.8	0.00043	0.88	-0.36	-0.9	1184	-5%	-36	-9	3.4	2.0	10	i	16	2.0	1096	i	-9%
3	Cc1nc(COC(=O)c2c(C)nn(-c3ccccc3)c2C)cs1	-0.15	-0.23	-0.056	0.79	·	·	5%	14	12	2.0	1.7	8.9	i	-4	·	·	i	8%
4	CSc1nnc(Cn2c(=O)sc3ccccc32)n1-c1cccc(Cl)c1	-0.39	-0.2	0.034	0.12	-0.84	1354	-2%	-7	-24	3.5	1.2	4.4	i	45	-3.5	971	i	-10%
5	CCCn1cnc2cc(NC(=O)c3cccs3)ccc21	2.2	-0.2	0.95	-0.56	-0.19	1215	-12%	21	13	3.3	2.6	3.8	i	11	0.1	1118	i	-17%
6	COc1ccc(Br)cc1S(=O)(=O)n1ccnc1C	0.85	-0.22	0.58	1.3	1.1	1298	-3%	2	2	2.9	0.7	25	i	1	1.2	921	i	4%
7	CCOc1ccc(N2C(=O)CC(NCC3CCCO3)C2=O)cc1 (stereo unspecified)	-0.43	-0.26	-0.11	0.61	0.09	1623	-7%	7	3	4.2	2.8	4.9	i	-31	0.2	1576	i	-12%
8	CN(C)c1ccc(CNC(=O)CN(C)S(=O)(=O)c2cccc3cccnc23)cc1	0.79	0.0053	0.62	-0.77	-0.48	867	5%	4	6	4.5	1.1	9.3	i	9	·	·	i	-6%
9	COc1cccc(NC(=O)C(C)SCc2ccccc2)c1 (stereo unspecified)	0.72	0.16	0.16	-0.3	·	·	8%	3	5	1.2	2.4	5.4	i	1	-0.6	1484	i	12%
10	O=C(Nc1ccon1)c1ccccc1F	1.1	-0.2	0.5	0.27	-0.1	773	0%	-2	-16	0.9	1.4	7.7	i	-2	0.1	1083	i	4%
11	CCCNC(=O)OC[C@H]1O[C@H](CCO/N=C(\C)CCN2CCc3nc(-c4ccccc4)c(-c4ccccc4)cc3C2)C=C[C@@H]1Oc1ccc(OC)cc1	-0.37	0.74	0.25	0.51	-1.4	1085	-6%	2	-19	2.8	1.1	6.2	i	20	·	·	·	-10%
12	O=C1Nc2ccccc2/C1=N/c1sc2c(c1C(=O)NCCc1ccccc1)CCCC2	0.0052	-0.22	0.56	0.18	0.42	1522	7%	5	-4	2.3	1.4	12	i	-31	-5.6	1422	·	-4%
13	O=C(O)CSc1nc(-c2ccccc2)nc2c1oc1ccccc12	0.19	-0.31	0.59	-0.75	0.56	1259	12%	-10	14	3.8	3.3	8.9	i	16	-0.2	994	i	4%
14	O=c1c2ccccc2c(-c2ccccc2)nn1-c1ccc(Cl)c(Cl)c1	0.63	-0.041	0.63	0.064	·	·	7%	5	8	3.0	1.9	1.7	i	20	·	·	i	3%
15	Clc1nc(Nc2ccccc2)nc(Nc2ccccc2)n1	-0.004	-0.21	-0.2	-0.048	-0.1	1328	29%	-8	-17	2.7	2.0	4.0	i	6	0.0	922	i	20%
16	Cc1cc(NC(=O)CSc2nc(=O)cc(N)n2-c2ccc(Cl)cc2)no1	-0.42	-0.31	-0.073	0.11	0.9	1186	14%	1	-1	3.7	1.8	7.0	i	-17	-1.5	1109	i	12%
17	Cc1oc(C(=O)O)cc1COc1ccc2c3c(c(=O)oc2c1C)CCC3	-0.046	-0.17	0.11	-0.041	0.66	814	2%	14	2	3.5	1.7	4.5	i	2	·	·	i	12%
18	Cc1cc(NC(=O)c2cc(-c3ccc(C)s3)nc3ccccc23)no1	0.077	-0.17	0.34	0.3	1.2	959	-6%	-15	7	3.3	6.4	11	i	3	·	·	i	-3%
19	COc1cc(C(=O)NCCC(=O)NCCCN2CCCCC2C)cc(OC)c1OC (stereo unspecified)	0.5	-0.3	0.42	-0.72	0.79	1326	9%	-1	7	4.4	2.3	3.8	i	2	·	·	i	13%
20	CCc1ccccc1Nc1nc(N)nc(CSc2nnnn2C)n1	-0.26	0.16	-0.36	0.36	-0.95	1368	-2%	6	-7	2.6	2.5	7.2	i	-5	-3.2	1046	i	2%

# 3 compounds from above, limited to PMI inhibitors and Dynein transport nuclear GR-EGFP.
entry | compound | PMI inhibitors | Dynein transport nuclear GR-EGFP
6 | COc1ccc(Br)cc1S(=O)(=O)n1ccnc1C | 4% | 0.58
7 | CCOc1ccc(N2C(=O)CC(NCC3CCCO3)C2=O)cc1 (stereo unspecified) | -12% | -0.11
8 | CN(C)c1ccc(CNC(=O)CN(C)S(=O)(=O)c2cccc3cccnc23)cc1 | -6% | 0.62

# Remaining list, next part
item	mol	Dynein transport	Dynein transport cytoplasmic EGFP	Dynein transport nuclear GR-EGFP	Dynein transport cell count	Ins promoter up	Ins promoter up cell count	human PMI inhibitors	WT yeast gro inh	WT yeast gro inh mutant strain	MT stabilizer	MT stabilizer Hoechst-high %	MT stabilizer cytotoxicity %	Autophagy mod	Autophagy mod cell loss 18 h	bCat nuc transl	bCat nuc transl cell count 5 µM	Yfh1-off respiration	PMI inhibitors
21	COc1ccc(N(Cc2cc3cc(OC)ccc3[nH]c2=O)C(=O)C2CCCO2)cc1 (stereo unspecified)	-0.44	-0.28	0.082	0.26	-0.68	1147	8%	14	-4	3.0	2.0	4.1	i	-3	-3.9	937	i	1%
22	O=C(CCS(=O)(=O)c1ccccc1)Nc1nc2cc3c(cc2s1)OCO3	0.086	-0.15	0.011	0.49	0.01	1110	·	·	·	·	·	·	·	·	0.1	1365	i	·
23	CCOc1c2ccc(C(=O)NCc3ccco3)cc2nn1CC	0.39	-0.2	0.58	0.4	0.15	1520	3%	13	12	3.8	2.3	0.4	i	19	-1.9	1352	i	-2%
24	Cc1cc(C(=O)NCc2ccc(S(N)(=O)=O)cc2)cs1	-0.98	-0.28	-0.52	0.82	-0.19	1270	-17%	0	10	3.1	1.9	4.7	i	0	-0.7	1246	i	-8%
25	O=C(Cn1c(=O)n(Cc2ccc3c(c2)OCO3)c(=O)c2ccccc21)N1CCCc2ccccc21	-0.25	1.3	-0.091	-0.32	·	·	8%	45	14	3.5	1.7	4.7	i	-4	-0.7	1248	i	2%
26	C/C(=N\NC(=O)c1ccncc1)c1cc2ccccc2o1	-1	-0.16	-0.16	0.34	0.79	1245	0%	-7	12	2.6	2.8	7.0	i	11	-1.8	978	i	2%
27	C=CCOC(=O)C1=C[C@@H](c2ccc(C(F)(F)F)cc2)[C@H](CCCO)[C@@H](OCC)O1	-0.88	-0.29	-0.19	0.74	-1.4	1392	21%	-5	-8	2.2	1.2	8.7	i	-12	-1.8	1259	i	19%
28	O=S(Cc1ccc(Cl)cc1)c1ncc(CO)n1Cc1ccccc1 (stereo unspecified)	-0.86	-0.3	-0.36	0.87	-0.08	1642	-1%	-1	-3	5.6	2.4	3.3	i	-13	-2.6	1088	i	-3%
29	C/C(=N\NS(=O)(=O)c1cccc([N+](=O)[O-])c1)c1cccnc1	-0.65	-0.29	-0.17	-0.36	·	·	-14%	-1	6	6.5	1.1	5.2	i	-3	-1.0	1040	i	-27%
30	Cc1cc2cc(C)c3nnc(SCC(=O)N4CCc5ccccc54)n3c2cc1C	0.28	-0.22	-0.17	-0.44	·	·	2%	9	-4	0.6	2.6	8.0	i	-1	·	·	i	9%
31	O=c1ccccn1CCOc1ccc(Cl)cc1	2.4	-0.2	1.5	-1.6	0.1	1105	·	·	·	·	·	·	·	·	-0.5	1361	i	·
32	CCOc1ccccc1C(=O)Nc1ccsc1C(=O)OC	-0.084	-0.29	0.62	0.11	-0.51	1026	9%	28	17	28*	41*	51*	i	26	57*	106*	i	9%
33	CCC(=Nc1ccc(N)cc1)C1=C(O)C(C(=O)OC)C(C)(C)CC1=O (stereo unspecified)	0.56	-0.19	0.043	-0.11	0.92	1195	54%*	18	18	3.5	1.0	4.2	i	-1	1.0	1107	i	21%
34	COC(=O)C1=C(C)N(Cc2ccco2)C(=O)N[C@@H]1c1ccccc1	0.87	-0.23	0.74	0.037	-0.14	1108	10%	-3	-14	3.6	1.4	4.4	i	-10	·	·	i	1%
35	CN(Cc1ccccc1)c1ncnc2c1cnn2-c1ccccc1	-1.4	-0.31	-1	-0.057	-0.06	1866	21%	14	5	4.7	3.9	2.6	i	19	-0.2	1045	i	18%
36	O=C1c2cccc3cc(Br)cc(c23)C(=O)N1Nc1ccccc1	0.23	-0.2	0.67	0.25	-1.2	1431	0%	4	1	4.4	1.4	2.0	i	14	0.9	1397	i	3%
37	c1ccc(-c2cc(-c3ccccc3)n3ncnc3n2)cc1	-0.81	-0.3	-0.33	0.88	0.09	1226	2%	2	4	1.9	2.0	3.3	i	4	-0.5	1101	i	1%

# Source: PubChem (several laboratories)
